Assay outcomes from PubChem.
14-3-3 PPI: 14-3-3 gamma protein interaction modulation; P61981; FP, 14-3-3gamma / TMR-pS259-Raf peptide binding; inhibition, % at 40 µM; 0.19% of 160,000 active; AID 422; in the data active = inhibition above about 30%;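 note: 0% = protein plus tracer without compound and 100% = blank with tracer alone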
Target sequence (P61981 whole entry, looked up): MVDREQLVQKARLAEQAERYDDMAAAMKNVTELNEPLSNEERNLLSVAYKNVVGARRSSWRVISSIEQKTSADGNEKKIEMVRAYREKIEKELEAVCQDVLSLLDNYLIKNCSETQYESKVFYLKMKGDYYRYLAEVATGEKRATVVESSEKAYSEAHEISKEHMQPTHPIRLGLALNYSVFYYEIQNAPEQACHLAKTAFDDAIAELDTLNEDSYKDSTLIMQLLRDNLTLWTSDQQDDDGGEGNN
Active calls of the source: *; & = joins results of further samples.

no. | 14-3-3 PPI | Compound
1 | 3.7 | O=C1C(=O)N(c2cccnc2)C(c2ccc(O)cc2)/C1=C(\O)c1ccc(Cl)cc1 (centres undefined)
2 | 0.2 | O=C(Nc1ccccc1OC(F)F)c1ccc(Br)o1
3 | -6.4 | N[C@H](CCC(=O)NCS(=O)(=O)O)C(=O)O
4 | 8.5 | O=C(c1c[nH]c2ccc(S(=O)(=O)Nc3ccccc3F)cc2c1=O)N1CCc2ccccc21
5 | 1.8 | CC(NC(=O)c1cccs1)C(=O)NC1=NCCS1 (centres undefined)
6 | -4.5 | CCOc1cccc2cc(-c3csc(NC(=O)CCC(=O)N4CCC(C)CC4)n3)c(=O)oc12
7 | 2.5 | COCCNC(=O)CN(C(=O)CCC(=O)Nc1nccs1)c1ccccc1OC
8 | -5.4 | CCCCCOC(=O)C1=C(C)NC2=C(C(=O)CCC2)C1c1ccc(OC)c(Br)c1 (centres undefined)
9 | 8.2 | COc1ccc2oc(=O)c(-c3csc(NC(=O)c4ccccc4)n3)cc2c1
10 | 0.6 | CCCCC1(O)CCCC1O (centres undefined)
11 | 4.0 | O=C(CSc1nc2ccccc2c(=O)n1CCN1CCOCC1)c1ccc(Cl)cc1
12 | -7.9 | O=c1oc2ccc([N+](=O)[O-])cc2cc1-c1nc2ccccc2s1
13 | -3.9 | Cc1ccccc1C(=O)Nc1sc2c(c1C(=O)N1CCC(C)CC1)CCCC2
14 | -8.9 | CC(=O)Nc1sc2c(c1C(c1cccs1)N1CCOCC1)CCCC2 (centres undefined)
15 | -7.8 | Cn1ncc(Br)c1C(=O)Nc1nccs1
16 | -7.2 | CCOC(=O)C1C(=O)N(C(=O)c2ccc(OC)cc2)CC1c1ccccc1 (centres undefined)
17 | -9.8 | O=C(NCc1ccccc1Cl)C1CCC(=O)N1CCc1ccccc1 (centres undefined)
18 | -13.1 | Nc1c(C(=O)Nc2ccc3ccccc3c2)sc2nc3c(cc12)CCCC3
19 | 2.5 | Nc1c(C(=O)Nc2ccc(Cl)cc2)oc2ccccc12
20 | -6.0 | c1csc(-c2ncc3ccccn23)c1
21 | 0.3 | CN(C)c1ccc(NC(=O)CCN2CCN(c3ccc(F)cc3)CC2)cc1
22 | -3.2 | COc1ccc(C2CC(C(F)(F)F)n3ncc(C(N)=O)c3N2)cc1 (centres undefined)
23 | -45.2 | COc1ccc(C)cc1NC(=O)CCS(=O)(=O)c1ccc2c(c1)CCN2C(C)=O
24 | -14.4 | O=C(CSCc1nc2ccccc2[nH]1)N1CCN(c2ccc(F)cc2)CC1
25 | -11.5 | COc1ccc(-c2csc(Nc3ccccc3)n2)cc1
26 | -4.4 | Cc1ccc(CNC(=O)c2ccccc2NS(C)(=O)=O)cc1
27 | 2.5 | COCc1c(C)cc(C)c(/C=N/O)c1C
28 | -3.0 | O=C(CCN1CCOCC1)Nc1ccc2c(c1)OCO2
29 | -16.5 | Cc1cccc(Cc2c(C)nc3c(C(=O)NCCC4=CCCCC4)cnn3c2C)c1
30 | -26.1 | Cc1ccc2nc(-c3cc(NC(=O)c4ccc(Cl)c([N+](=O)[O-])c4)ccc3O)oc2c1
31 | -5.0&2.6 | COCCCn1c(-c2ccco2)nc2ccccc2c1=O
32 | -66.7 | Cc1cccc(-c2nc3sc(-c4ccccc4)cc3c(=O)o2)c1
33 | -12.4 | Cc1ccccc1NC(=O)c1c(NC(=O)Cc2ccccc2)sc2c1CCC2
34 | 1.8 | CCOC(=O)N1CCN(S(=O)(=O)c2ccc(C)c(C)c2)CC1
35 | -41.5 | CCc1ccc(CNC(=O)c2cc3cc4ccc(OC)cc4nc3o2)cc1
36 | 3.2 | O=C(CN1CCOCC1)Nc1ccc(OCc2ccccc2)cc1
37 | 0.7 | O=P(O)(O)CP(=O)(O)O
38 | 2.0 | CCc1ccccc1NC(=O)c1ccc(F)c(S(=O)(=O)N2CC(C)CC(C)C2)c1 (centres undefined)
39 | 7.0 | COC(=O)c1ccc(CSc2nnc3c(Cl)cc(Cl)cn23)o1
40 | -12.5 | CC(C)c1ccc(NC(=O)C(NC(=O)Cc2cccs2)c2ccccc2)cc1 (centres undefined)
41 | 1.1 | O=C(Nc1c2c(nn1-c1ccc(F)cc1)CS(=O)C2)c1ccccc1F (centres undefined)
42 | -3.0 | CCOC(=O)CC1Sc2ccccc2NC1=O (centres undefined)
43 | 1.8 | O=C(CN1C(=O)COc2ccccc21)NCc1cccs1
44 | -3.3 | O=C(NCC1CCCO1)c1ccc2c(=O)n(-c3ccc(F)cc3)c(=S)[nH]c2c1 (centres undefined)
45 | 0.5&4.1 | COc1ccc(C2C(C(=O)O)CC(=O)N2C2CCCCC2)cc1 (centres undefined)
46 | -9.9 | CCN1CCN(CC(=O)c2cc(C)n(-c3ccc(C)c(C)c3)c2C)CC1
47 | 8.3 | Cc1ccc(NC(=O)CSc2nnc3n2CCCCC3)cc1
48 | -25.6 | Cc1ccc(Cl)cc1-n1c(CCC(=O)O)ccc1-c1cccs1
49 | 7.4 | CS(=O)(=O)C1Cc2ccccc2CN1C(=O)Nc1cccc(Cl)c1 (centres undefined)
50 | -1.4 | CCOC(=O)c1c(NC(=O)CCCn2nc([N+](=O)[O-])c(Cl)c2C)sc2c1CCC(C)C2 (centres undefined)
51 | 0.2 | CC(=O)N1CCc2cc(S(=O)(=O)NCCN3CCN(c4ccccc4)CC3)ccc21
52 | -8.8 | CC1=C(C(=O)OC2CCCCC2)C(c2cc3c(cc2[N+](=O)[O-])OCO3)C2=C(CC(C)(C)CC2=O)N1 (centres undefined)
53 | -2.3 | CN1CCN(Cc2nc3c(c(=O)[nH]c(=O)n3C)n2Cc2c(F)cccc2Cl)CC1
54 | -4.5 | CC(NC(=O)c1ccc(Cn2c(=S)[nH]c3ccsc3c2=O)cc1)c1ccccc1 (centres undefined)
55 | 0.5 | COc1ccc(C(=O)NCCn2cc(SCc3ccc([N+](=O)[O-])cc3)c3ccccc32)cc1
56 | -4.5 | Cc1ccsc1C1C2=C(CC(C)(C)CC2=O)OC2=C1C(=O)CC(C)(C)C2
57 | 1.3 | Cc1ccc(S(=O)(=O)N2CCC(C(=O)Nc3cc(C(F)(F)F)ccc3Cl)CC2)cc1
58 | -109.0 | CCSC1=NC(=Cc2ccc(C)s2)C(=O)S1
59 | -2.5 | CC(=O)N1CCc2cc(S(=O)(=O)NC(C(=O)N3CCN(C4CCCCC4)CC3)C(C)C)ccc21 (centres undefined)
60 | -11.6 | CCOC(=O)CSc1nnc(NCC(=O)OC)c(=O)[nH]1

(further entries)
no. | 14-3-3 PPI | Compound
61 | -3.5 | CCCC(=O)Nc1nc2ccc(S(N)(=O)=O)cc2s1
62 | 0.7 | COc1cc(C2C3=C(CC(C)(C)CC3=O)OC3=C2C(=O)CC(C)(C)C3)ccc1OCc1ccccc1
63 | -4.7 | Cc1c(O)ccc(C(=O)CN2C(=O)c3ccccc3C2=O)c1O
64 | -17.1 | NC1=NC(=O)C(Cc2cccc(C(F)(F)F)c2)S1 (centres undefined)
65 | -3.5 | CCCCNC(=O)C1c2ccccc2C(=O)N(Cc2ccc(F)cc2)C1c1ccc(OC)cc1 (centres undefined)
66 | -7.0 | O=[N+]([O-])c1ccc2c(c1)c1c3n2CCNC3CCC1 (centres undefined)
67 | 3.1 | COC(=O)C1C(=O)C2=C(CC1C)NC(C)=C(C(=O)OC1CCCC1)C2c1ccc(C)s1 (centres undefined)
68 | 1.8 | O=C(c1ccc2c(=O)n(CCC3=CCCCC3)c(=S)[nH]c2c1)N1CCCCC1
69 | -4.1 | O=C(c1noc2c1CCc1ccccc1-2)N1CCOCC1
70 | -2.7 | CCc1ccc(NC(=O)c2cc3ccccc3oc2=O)cc1
71 | 1.1 | Cc1nc(Sc2nc(C)nc3sc4c(c23)CCC4)c2c3c(sc2n1)CCC3
72 | -13.6 | Cc1ccc(NC2=C(Cl)C(=O)N(c3ccccc3Cl)C2=O)c(C)c1
73 | 3.8 | COc1ccc(CCC(=O)Nc2ccc(-c3noc(-c4ccc(F)cc4)n3)cc2)cc1
74 | 1.5 | Cc1cccc(C(=O)N2CC(=O)Nc3ccc(Cl)cc3C2c2ccc(F)cc2)c1 (centres undefined)
75 | -7.7 | O=C(CSc1nnc(-c2ccc(Br)cc2)o1)Nc1cccc2ccccc12
76 | -8.3 | COc1ccc2nc(NC(=O)C3c4ccccc4C(=O)N4CCc5ccccc5C34)sc2c1 (centres undefined)
77 | -8.3 | Cc1c(C(=O)OCC2CCCO2)[nH]c2c1C(=O)CC(c1ccc(C(C)(C)C)cc1)C2 (centres undefined)
78 | 6.2 | CC(=O)N(Cc1cccnc1)Cc1cc2ccccc2[nH]c1=O
79 | -10.8 | COc1ccc(S(=O)(=O)N2Cc3ccccc3CC2C(=O)N2CCOCC2)cc1OC (centres undefined)
80 | -4.8&-11.0 | CC(=O)N1C(=O)N(C(C)=O)C2C1N(C(C)=O)C(=O)N2C(C)=O (centres undefined)
81 | -5.5 | O=C(CCN1C(=O)c2ccccc2C1=O)NCc1cccs1
82 | -4.1 | Cc1cccc(OCc2nnc3n2CCCCC3)c1
83 | -75.2 | O=C(Nc1c(F)cc(F)cc1Br)c1cc(-c2ccco2)on1
84 | -3.1 | COc1ccc(-c2nnc3n2N=C(c2ccc(Br)s2)CS3)cc1
85 | -2.8 | Cc1ccc(CS(=O)(=O)CCC(=O)NC2CCCC(C)C2C)cc1 (centres undefined)
86 | -14.7 | CCOC(=O)C1CCCN(C(=O)c2ccc(Cn3c(=S)[nH]c4cc(C(=O)OC)ccc4c3=O)cc2)C1 (centres undefined)
87 | -0.7 | COc1cc(NC(=O)c2ccc3c(c2)OCO3)c(OC)cc1Cl
88 | -7.1 | O=C(Cn1nc(-c2ccc(Cl)cc2)ccc1=O)N1CCN(c2ccccn2)CC1
89 | 0.4 | O=C1C(=O)N(Cc2cccnc2)C(c2ccc(Br)cc2)/C1=C(\O)c1ccccc1 (centres undefined)
90 | 3.0 | C=CCNS(=O)(=O)c1ccc(OCC(=O)OC)cc1
91 | 0.1 | COc1ccc(C(=O)c2coc3ccc(O)cc23)cc1
92 | -3.0 | COc1ccc(-n2c(=O)c3c4c(sc3n3cnnc23)CC(C)CC4)cc1 (centres undefined)
93 | -56.3 | CCN(CC)c1ccc2cc(-c3nc4ccccc4[nH]3)c(=Nc3ccccc3)oc2c1
94 | -12.7 | Cc1ccc(CSc2nnc3c(n2)[nH]c2ccccc23)cc1
95 | 3.7 | CC(C)N1CC(C(=O)Nc2nc3ccccc3s2)CC1=O (centres undefined)
96 | -2.5 | Cc1ccc(-c2nc3ccccc3c(=O)n2CCCn2ccnc2)cc1
97 | -8.0 | CC1=C(C(=O)OCCOc2ccccc2)C(c2ccc3c(c2)OCO3)NC(=O)N1 (centres undefined)
98 | -1.1 | COc1ccc(OC)c(CNC(=O)c2cc3cc4ccc(OC)cc4nc3s2)c1
99 | 1.2 | CCN1C(=S)NC2CC1(C)Oc1c(OC)cccc12 (centres undefined)
100 | 4.2 | Cc1ccc(NC(=O)CS(=O)CC(=O)NCC2CCCO2)cc1 (centres undefined)
101 | -39.6 | Cc1ccc(Nc2c3c(nc4ccc(C)cc24)CCC3)cc1
102 | 4.2 | Cn1ncc(N=Cc2ccccc2)c1C(N)=O
103 | -30.3 | COc1cc(-c2nc3sc4c(c3c(=O)o2)CCC4)cc(OC)c1OC
104 | -15.9 | COc1ccc(C)cc1-n1c(N)c(C#N)c(C#N)c1-c1ccc(OC)c(OC)c1OC
105 | -7.4 | CCCNS(=O)(=O)c1ccc(F)c(C(=O)Nc2ccccc2OC)c1
106 | 2.2 | C#CCOc1nc(OCC#C)nc(OCC#C)n1
107 | 2.0 | Cc1ccccc1N(CC(=O)Nc1ccc(S(=O)(=O)N2CCOCC2)cc1)S(=O)(=O)c1ccccc1
108 | -10.2 | O=C(Nc1cccnc1)c1ccc(F)c(S(=O)(=O)N2CCOCC2)c1
109 | 4.0 | CC(C)(C)c1cc(CCC(=O)O)cc(C(C)(C)C)c1O
110 | -10.6 | O=C(NCCc1ccccc1)C1CCC(CNS(=O)(=O)c2ccc(Br)s2)CC1 (centres undefined)
111 | -7.0 | O=C(O)C1CC=CCC1C(=O)N1CCN(c2nc(-c3ccccc3)c3ccccc3n2)CC1 (centres undefined)
112 | -5.3 | CCNc1nnc(-c2cc(C)n(C)n2)s1
113 | 0.2 | C=CCNC(=O)c1ccc(N2CCCC2)c(NS(=O)(=O)c2ccc(C)cc2)c1
114 | 0.7 | COc1ccc(CNC(=O)c2nn3c(C(F)(F)F)cc(-c4cccs4)nc3c2Cl)cc1
115 | -6.1 | CC(C)=CCc1c(O)cc(O)c2c1OC(c1ccccc1)CC2=O (centres undefined)
116 | -4.3 | O=C(NCc1ccco1)c1cc(-c2ccc3c(c2)OCO3)on1
117 | 5.2 | Cc1ccc(C2CC(C(F)(F)F)n3ncc(C(=O)Nc4cccc(C(F)(F)F)c4)c3N2)cc1 (centres undefined)
118 | 0.9 | Cc1ccc(C(=O)CC2(O)C(=O)N(C)c3ccccc32)o1 (centres undefined)
119 | 3.5 | O=C(C1CCC1)N1CCc2cc(S(=O)(=O)NCC3COc4ccccc4O3)ccc21 (centres undefined)
120 | -5.0 | NS(=O)(=O)c1ccc(NC=C2C(=O)OC3(CCCCC3)OC2=O)cc1

More compounds
no. | 14-3-3 PPI | Compound
121 | -9.3 | CC(C)CCNC(=O)CSc1nc2ccccc2[nH]1
122 | -9.4 | O=C(CNS(=O)(=O)c1cccs1)Nc1cccc(F)c1
123 | 1.1 | CCN(c1cccc(C(F)(F)F)c1)S(=O)(=O)c1ccc2c(c1)CCN2C(C)=O
124 | -2.3 | COCCN(C(=O)Nc1ccc(OC)cc1OC)C1CCN(C(C)=O)CC1
125 | -5.1 | Cc1cc(Nc2ncnc3sc4c(c23)CCCC4)ccc1Br
126 | -0.5 | COc1cccc(-n2c(SCC(=O)OC(C)C)nnc2-c2cccnc2)c1
127 | -8.2 | CCc1nnc(NS(=O)(=O)c2ccc(NC(=O)C(C)C)cc2)s1
128 | -18.9 | O=C(O)C1CSC(c2ccc([N+](=O)[O-])cc2)N1 (centres undefined)
129 | 4.0 | Cc1ccc(NC(=O)c2cc(S(=O)(=O)NCCc3ccc(Cl)cc3)ccc2F)cc1F

Some of the compounds tested (hit frequency here may not be typical).
